POLH inh: inhibitors of human DNA polymerase eta. Potency, µM (highest dose often 114 µM), inactives show at the top dose activity change, negative = inhibition, most hits filed as inhibitors. 390,000 compounds, 1.2% hits. Q9Y253. AID 588591. recombinant Pol eta, fluorescent DNA replication assay; further: potency means the concentration at half of the fitted maximal effect; on the % scale 0 is the no-effect control and ±100 the full control effect
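Fluorescent replication assay: 50 nM final substrate added after a 15 min room-temperature compound preincubation with 10 nM enzyme. Signal taken at 0 min and again at 10 min.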
APEX1 inh: APE1 (human) endonuclease inhibition; P27695; recombinant APE1, TAMRA/BHQ-2 abasic DNA cleavage fluorescence; Potency, µM (doses to about 65.8 µM), inactives show top-dose activity change, negative = inhibition, hits mostly inhibitors; 350,000 compounds, 0.35% hits; AID 2517;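 further: potency means the concentration at half of the fitted maximal effect; plate controls were vehicle for no effect and reference inhibitor for full effect; nearly all actives have a fitted effect of over 55% in size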
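Endonuclease cleavage of a quenched abasic-site DNA duplex (50 nM) by APE1 (0.75 nM) was tracked by TAMRA dequenching. Compounds were preincubated with enzyme 15 min at room temperature; data normalized to buffer-only and DMSO wells plus NSC13755 control.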
POLK inh: inhibitors of human DNA polymerase kappa | Q9UBT6 | AID 588579 | 400,000 compounds, 0.53% hits | purified Pol kappa, fluorescent DNA synthesis assay, 10 min | Potency, µM (doses to about 107 µM), for inactives: at the top dose activity, negative = inhibition, hits mostly inhibitors; further: potency means the concentration at half of the fitted maximal effect; on the % scale 0 is the no-effect control and ±100 the full control effect
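50 nM final substrate added after 15 min RT preincubation of 10 nM Pol kappa with compound; fluorescence read at 0 and 10 min.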
POLB inh: inhibitors of human DNA polymerase beta. P06746. Pol beta primer extension/strand displacement, fluorescence kinetic. Potency, µM (titrated, usually from 114 µM), for the others: at the highest dose activity change, negative = inhibition, hits mostly inhibitors. 340,000 compounds, 1.3% hits; further: potency means the concentration at half of the fitted maximal effect; on the % scale 0 is the no-effect control and ±100 the full control effect
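Preincubation: enzyme (10 nM) with compound, 15 min, RT. Reaction: substrate added to 50 nM final. Reads: 0 and 10 min. Analysis: normalized, Hill fit.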
LDHA inh: inhibitors of human lactate dehydrogenase A. P00338. purified LDHA, NADH/diaphorase-resazurin fluorescence; stronger effect = lower value. activity change, % (values are at about 110 or 230 µM). 480,000 compounds, 0.15% hits. AID 1347041; in the data active means activity change below about -30%; inconclusive means mostly about -25% to -30%;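 further: plate controls were DMSO wells for no effect and wells without enzyme for full effect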
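LDH5 2 nM; NADH 0.06 mM, pyruvate 0.2 mM; 200 mM Tris pH 7.4, EDTA, Tween-20; 5 min RT. Detection: diaphorase 0.133 mg/mL + resazurin 37 µM, fluorescence ex540/em590 at 0 and 20 min; normalized to enzyme-free and DMSO wells.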
BLM inh: blocks DNA unwinding by human BLM helicase; recombinant BLM DNA unwinding, fluorescence dequenching; Potency, µM (top dose mostly 56.1 µM), for inactives: at the highest dose activity change, negative = inhibition, usual class: inhibitors; 350,000 compounds, 0.2% hits; P54132;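 further: potency means the concentration at half of the fitted maximal effect; plate controls were vehicle for no effect and no enzyme for full effect; nearly all actives have a fitted effect of over 35% in size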
Target sequence (P54132 whole entry, looked up): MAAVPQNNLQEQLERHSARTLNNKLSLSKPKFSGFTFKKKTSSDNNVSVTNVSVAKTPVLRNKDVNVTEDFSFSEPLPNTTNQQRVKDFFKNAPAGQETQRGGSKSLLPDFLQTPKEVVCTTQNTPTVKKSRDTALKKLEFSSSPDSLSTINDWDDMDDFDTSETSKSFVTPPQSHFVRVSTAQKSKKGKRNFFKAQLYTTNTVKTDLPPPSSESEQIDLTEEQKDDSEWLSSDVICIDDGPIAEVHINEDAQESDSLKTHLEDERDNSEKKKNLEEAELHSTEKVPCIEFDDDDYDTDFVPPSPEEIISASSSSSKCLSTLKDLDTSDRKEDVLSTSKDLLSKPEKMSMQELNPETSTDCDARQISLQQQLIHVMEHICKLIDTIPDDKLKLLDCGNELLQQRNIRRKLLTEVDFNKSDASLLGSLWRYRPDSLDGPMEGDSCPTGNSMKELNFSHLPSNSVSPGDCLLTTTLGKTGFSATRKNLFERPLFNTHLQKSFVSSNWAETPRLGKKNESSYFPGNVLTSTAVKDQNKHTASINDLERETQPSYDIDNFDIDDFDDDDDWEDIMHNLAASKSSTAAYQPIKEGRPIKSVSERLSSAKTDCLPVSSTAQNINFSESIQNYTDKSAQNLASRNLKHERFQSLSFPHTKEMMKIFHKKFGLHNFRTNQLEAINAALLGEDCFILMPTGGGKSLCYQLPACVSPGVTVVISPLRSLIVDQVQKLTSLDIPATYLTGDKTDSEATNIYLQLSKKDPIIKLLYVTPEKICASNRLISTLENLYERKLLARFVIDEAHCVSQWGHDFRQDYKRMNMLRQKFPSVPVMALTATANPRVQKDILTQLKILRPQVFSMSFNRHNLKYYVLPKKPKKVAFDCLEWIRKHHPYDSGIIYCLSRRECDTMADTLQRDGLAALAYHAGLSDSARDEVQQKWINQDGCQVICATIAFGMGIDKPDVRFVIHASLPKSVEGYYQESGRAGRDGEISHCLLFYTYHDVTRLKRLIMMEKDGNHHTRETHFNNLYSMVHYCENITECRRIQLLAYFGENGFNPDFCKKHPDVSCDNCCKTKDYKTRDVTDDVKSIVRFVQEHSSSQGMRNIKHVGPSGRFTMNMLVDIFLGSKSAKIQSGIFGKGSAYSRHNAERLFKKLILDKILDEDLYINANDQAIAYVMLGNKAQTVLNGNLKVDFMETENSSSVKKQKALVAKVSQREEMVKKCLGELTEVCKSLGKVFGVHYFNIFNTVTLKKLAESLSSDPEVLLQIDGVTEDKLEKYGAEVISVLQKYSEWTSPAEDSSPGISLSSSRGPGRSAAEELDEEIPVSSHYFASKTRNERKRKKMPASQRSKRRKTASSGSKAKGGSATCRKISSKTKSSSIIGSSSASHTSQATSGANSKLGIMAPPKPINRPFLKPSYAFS
POLI inh: DNA polymerase iota (human) inhibition. Q9UNA4. Pol iota fluorescent replication assay, 10 min. Potency, µM (highest dose often 115 µM), inactives show at the top dose activity, negative = inhibition, usual class: inhibitors. 390,000 compounds, 1% hits. AID 588590; further: potency means the concentration at half of the fitted maximal effect
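Pol iota at 10 nM preincubated 15 min with compounds at room temperature; reaction started with fluorescent substrate, 50 nM final. Fluorescence read kinetically at 0 and 10 min; buffer-only wells as negative control.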
Anesthetic bind: candidate novel general anesthetic via apoferritin binding. P02791. Potency, µM (highest dose often 77.5 µM), for the others: top-dose activity change, negative = displacement, most hits filed as inhibitors. apoferritin/1-aminoanthracene competitive binding, fluorescence. 350,000 compounds, 0.074% hits. AID 485281; further: potency means the concentration at half of the fitted maximal effect; on the % scale 0 is the no-effect control and ±100 the full control effect; nearly all actives have a fitted effect of over 20% in size
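In PBS, apoferritin at 10 uM is loaded with 1-AMA from a 50% saturated solution. After 10 min of compound exposure at ambient temperature, reduced 535 nm fluorescence indicates probe displacement.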
Glioma ERSR ind: ER stress response induction in glioma; U87-MG GRP78 promoter luciferase reporter, 16 h; Potency, µM, for inactives: at the highest dose activation, actives largely listed as activators; 420,000 compounds, 0.02% hits; AID 602332; further: potency means the concentration at half of the fitted maximal effect; series mostly up to about 76 µM; % of control where 0% means no effect; nearly all actives have a fitted effect of over 35% in size
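Stably transfected U87-MG human glioma cells carrying a GRP78-based luminescent sensor were seeded at 1000 cells/well, pin-dosed with compounds and incubated 16 h. Luciferase reagent was then added, and end-point luminescence was read after 10 min at room temperature.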
Numbers without * were called inactive; ? = inconclusive; · = not tested or not shown; & = joins results of further samples; [ ] = remark or other dose. Unless noted, the call rests on the fitted dose curve; in most records, active means well fitted curve in the direction sought with a large enough effect; inconclusive means small, poorly fitted or top-dose-only effect, or another doubt; inactive means no such curve, though single readings can be large; an effect the other way counts as inactive or inconclusive.

SMILES | POLH inh | APEX1 inh | POLK inh | POLB inh | LDHA inh | BLM inh | POLI inh | Anesthetic bind | Glioma ERSR ind
Cc1ccccc1-c1nsc(SCC(=O)Nc2ccc3c(c2)OCO3)n1 | -14% | 2% | -10% | -16% | 0 | -2% | -19% | -16% | 9%
O=C(Oc1cccnc1)c1cccc(Cl)c1 | 6% | 5% | 2% | 18% | -8 | 5% | -16% | -5% | -3%
O=C(Nc1ccccc1C(=O)O)/C(=C/c1ccc(Cl)cc1Cl)NC(=O)c1ccco1 | -1% | -3% | -27% | -15% | -4 | 2% | 9% | -2% | 1%
CCN(CC)S(=O)(=O)c1cccc(NC(=O)c2cc(-c3cccs3)nn2-c2ccccc2)c1 | -15% | -8% | -4% | 3% | 0 | -6% | -14% | 8% | -5%
CCCC(=O)Nc1c(-c2ccccc2)c(=O)c(C)nn1-c1ccc(Cl)cc1 | -16% | -1% | -13% | 0% | -5 | -1% | 74%[activator] | -3% | -1%
COc1cccc(NC(=O)COC(=O)c2ccco2)c1 | -6% | 6% | -9% | -2% | -6 | 3% | -3% | -11% | 0%
COc1ccccc1NC(=O)CSc1nnc(-c2ccccc2)o1 | ? | -2% | -22% | 3% | -5 | 1% | 16% | -8% | -1%
Cc1cccc(N2CCN(C(=O)c3cc4ccc5cccnc5c4[nH]3)CC2)c1C | -19% | · | -11% | ? | -1 | -11% | -18% | -6% | -3%
CCO[C@H]1OC(C(=O)NC2CC2)=C[C@@H](c2ccc(Br)cc2)[C@@H]1CCCO | -10% | 2% | 15% | -25% | 0 | -1% | 25% | -3% | -4%
COc1ccc(N2CCN(C(=O)C3CCN(S(=O)(=O)c4c(C)noc4/C=C/N(C)C)CC3)CC2)cc1 | -16% | 58%[activator] | 4% | 20% | 0 | -1% | -12% | -14% | -5%
O=C(Nc1cccnc1)c1ccc(S(=O)(=O)c2ccc(Cl)cc2)cc1 | -3% | -6% | 2% | -10% | -4 | -9% | 132%[activator] | -21% | -3%
Nc1c(N(Cc2ccco2)C(=O)c2cccc(F)c2)c(=O)[nH]c(=O)n1Cc1ccccc1 | -5% | -17% | 3% | · | 1 | · | -21% | · | -1%
CC(C)(C)c1nnc(NC(=O)Cc2ccccc2[N+](=O)[O-])s1 | -10% | 5% | -13% | 5% | -4 | -1% | 3% | 4% | -1%
NC(CSCSCC(N)C(=O)O)C(=O)O (stereo unspecified) | · | 0% | -3%[60.1 µM] | · | · | 1% | · | -2% | -2%
Cc1ccc(-n2c3c(c(=O)[nH]c2=S)C(C(F)(F)F)(C(F)(F)F)NC(=O)N3)cc1 | -8% | -7% | -9% | -17% | -7 | 2% | -7% | 3% | -1%
O=C1CS(=O)(=O)C2(C(=O)N(Cc3ccccc3Cl)c3ccccc32)N1c1ccc(F)cc1 (stereo unspecified) | -6% | · | -10% | 0% | 2 | -8% | -12% | 6% | 0%
COc1ccccc1CNC(=O)C(=O)NCCC1CCCCN1S(=O)(=O)c1ccccc1 (stereo unspecified) | -3% | -14% | -7% | · | -8 | · | 39%[activator] | · | -4%
O=C(/C=C/c1cccc([N+](=O)[O-])c1)NC(=S)Nc1ccc(CN2CCOCC2)cc1 | -7% | -4% | 7% | -9% | -2 | 0% | 26% | -9% | -5%
CC(=O)N1CCN(c2ncnc3ccccc23)CC1 | -3% | -5% | -15% | -11% | -3 | 1% | 0% | -3% | -1%
COc1ccc(N/C=C(/C(C)=O)c2ccccc2)cc1 | -7% | 3% | -5% | 0% | 1 | 2% | 36%[activator] | -8% | 1%

Pulled one by one from the entries so far (4):
SMILES | POLH inh | APEX1 inh | POLK inh | POLB inh | LDHA inh | BLM inh | POLI inh | Anesthetic bind | Glioma ERSR ind
COc1ccccc1CNC(=O)C(=O)NCCC1CCCCN1S(=O)(=O)c1ccccc1 (stereo unspecified) | -3% | -14% | -7% | · | -8 | · | 39%[activator] | · | -4%
CC(=O)N1CCN(c2ncnc3ccccc23)CC1 | -3% | -5% | -15% | -11% | -3 | 1% | 0% | -3% | -1%
NC(CSCSCC(N)C(=O)O)C(=O)O (stereo unspecified) | · | 0% | -3%[60.1 µM] | · | · | 1% | · | -2% | -2%
COc1ccc(N/C=C(/C(C)=O)c2ccccc2)cc1 | -7% | 3% | -5% | 0% | 1 | 2% | 36%[activator] | -8% | 1%

Carrying on.
SMILES | POLH inh | APEX1 inh | POLK inh | POLB inh | LDHA inh | BLM inh | POLI inh | Anesthetic bind | Glioma ERSR ind
Cc1ccc(-n2nnnc2SCC(=O)Nc2cccnc2Cl)cc1 | ? | -4% | -6% | 5% | 0 | -6% | -17% | -6% | -7%
Cc1ccc(S(=O)(=O)NC(=O)COc2cc(C)ccc2C(C)C)cc1 | -5% | 21% | 1% | 5% | 0 | 1% | 7% | -8% | -5%
COc1ccc(C(=O)Nc2cnn(Cc3c(F)cccc3Cl)c2)cc1OC | -7% | -10% | -5% | 8% | 0 | -15% | -14% | 5% | 3%
Cc1c(C(=O)NCCN2CCOCC2)oc2ccc(S(=O)(=O)N3CCCCCC3)cc12 | -6% | 6% | -8% | 13% | -8 | 1% | 5% | -17% | -4%
Cc1ccc(CNC(=O)C(OC(=O)c2ccco2)C(C)C)cc1 (stereo unspecified) | -8% | 12% | -10% | 36% | -9 | -5% | -5%[58.9 µM] | -10% | -1%
O=C(NCc1ccc2c(c1)OCO2)C1(S(=O)(=O)c2ccccc2)CC1 | -6% | -1% | 4% | 19% | 0 | 4% | -6% | -7% | -2%
O=C(c1ccc(CS(=O)c2ccccc2Cl)o1)N1CCN(c2ccccn2)CC1 (stereo unspecified) | -10% | 15% | 10% | -24% | 0 | 0% | 18% | -14% | -1%
CCCCNC(=O)CN(c1cccc(F)c1)S(C)(=O)=O | -12% | 5% | 8% | -3% | 1 | 3% | -3% | 0% | -2%
O=C(COc1ccc(Cl)cc1)NNC(=O)C(=O)NC1CCCCC1 | -7% | 6% | -9% | 35% | -10 | -10% | 22% | -2% | -1%
O=C(O)CN1CCN(C(c2ccccc2)c2ccccc2)CC1 | -16% | 7% | -1% | -14% | -1 | 0% | 34%[activator] | 0% | -2%
O=C(COc1ccc(Cl)cc1)Nc1nnc2n1CCS2 | -7% | · | 2%[60.1 µM] | 5% | 3 | 0% | 40%[activator] | 6% | 0%
Fc1ccccc1-c1cc2ncccc2cn1 | -4% | 23% | 10% | · | 3 | · | 0% | · | -1%
CCc1ccccc1NC(=O)C1c2ccccc2Oc2ccccc21 | 3% | 3% | 3% | -11% | -11 | -3% | -25% | -2% | -4%
CCc1nc(N2CCCCC2C(=O)O)c2oc3ccccc3c2n1 (stereo unspecified) | -17% | 0% | 0% | 3% | -9 | -2% | 31%[activator] | 18% | -4%
CC(=O)N1CCN(c2ccc(NC(=O)c3ccc(F)cc3)cc2)CC1 | -8% | -9% | 2% | -1% | 1 | 0% | 26% | -1% | 0%
Cc1cc(C)cc(N(C(=O)c2ccc3c(c2)OCO3)C2C=CS(=O)(=O)C2)c1 (stereo unspecified) | 11% | -3% | -6% | 4% | ? | 2% | -12% | -13% | -3%
S=C(NCc1ccco1)N/N=C/c1ccc(Cl)cc1 | -7% | 1% | -10% | -28% | 4 | -5% | -2% | -12% | 2%
C/C=C/Cn1c(SC)nc2c1c(=O)[nH]c(=O)n2C | -8% | 6% | -13% | -3% | -4&-3 | -5% | 10% | -8% | -5%
COC(=O)c1ccc(NC(=O)CO/N=C2\CCCc3nonc32)cc1 | -5% | -1% | -20% | -25% | -1 | -13% | 81%[activator] | -22% | -4%
COc1cc(/C=C/C(=O)OCC(=O)NC(=O)NC(C)C)ccc1O | 0% | -5% | -13% | 20% | 0 | -4% | -14% | -3% | -1%
CCOc1ccc(-n2cc(-c3ccccc3)c3c(N4CCOCC4)ncnc32)cc1 | -15% | 3% | -1% | 11% | 5 | -11% | 79%[activator] | -4% | -5%
CC(C)[C@H](NC(=O)c1ccccc1Cl)C(=O)Nc1nc(-c2ccccn2)cs1 | -6% | -2% | -3% | 1% | 1 | 1% | 172%[activator] | -15% | -5%
Cc1ccc(CNC(=O)C2CCC(=O)N(Cc3cccc(C(F)(F)F)c3)C2)o1 (stereo unspecified) | -15% | · | -18% | · | 5 | · | 5% | · | 0%
Cc1ccc(S(=O)(=O)N[C@@H](Cc2ccccc2)C(=O)N2CCC(C(=O)N[C@@H](CC(C)C)C(=O)O)CC2)cc1 | -1% | 15% | -10% | 17% | -4 | -13% | 124%[activator] | -1% | -3%
CCN(CC)c1nc(-c2ccccc2)cc(C(F)(F)F)c1C#N | -20% | -2% | -13% | -14% | 3 | -1% | 15% | -10% | -1%
COc1ccc(C(=O)c2c[nH]c(C(=O)NCc3cccs3)c2)cc1 | -14% | 3% | -6% | 24% | -4 | -3% | 4% | -4% | 1%
CCOC(=O)c1[nH]c2ccccc2c1NC(=O)c1ccc2c(c1)OCO2 | -7% | 11% | -16% | -21% | -1 | 2% | -7% | 49%[activator] | -8%
COc1ccc(C(C#N)N2N=C(C)CC2(C)C)cc1OC (stereo unspecified) | -6% | 2% | -1% | 18% | 3 | -1% | -14% | -9% | -4%
CC(=O)C1=C(C)NC(SCC(N)=O)=C(C#N)C1c1cccs1 (stereo unspecified) | -10% | 5% | -1% | 16% | -2 | -3% | 40%[activator] | -8% | -3%
COc1cccc(-n2c(=O)c3c4c(sc3n(Cc3ccc(C)cc3)c2=O)CCCC4)c1 | -10% | · | -5% | -2% | -8 | -4% | -14% | 4% | -8%
Cn1cccc1C(=O)N1CCC2(CC1)CN(C(=O)Nc1cccc(C#N)c1)C2 | · | 22% | -9%[60.1 µM] | · | · | -10% | · | · | -4%
Cc1nc(C(F)(F)F)ccc1C(=O)Nc1ccc2ccccc2n1 | 6% | 28% | -9% | 12% | -2 | -2% | 15% | 3% | 2%
COc1ccc([C@H]2[C@H]3C=CC[C@@H](C)[C@@H]3C(=O)N2Cc2ccccc2)cc1Cl | -13% | -7% | -12% | 5% | -2 | -6% | 0% | -4% | -1%

Source: PubChem BioAssay

Not all compounds are listed, so the mix of outcomes need not match the whole.
